Efflux pump inh: inhibitors of Candida antifungal efflux pumps expressed in yeast. S. cerevisiae Candida pump triplex, Nile Red efflux. inhibition, % at 10 µM. hit rate 0.44% among 330,000;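 active means plate passing quality check with inhibition over a set limit, or well fluorescence over plate mean plus 4 SD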;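 further: Nile Red retained in pooled yeast measured as flow cytometry median fluorescence; 0% = buffer negative control and 100% = Enniatin B positive control; higher means more Nile Red kept so more efflux inhibition; some compounds called inactive have numbers as strong as hits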
GLD-1 TGE inh: GLD-1-TGE RNA interaction inhibition (C. elegans); Q17339; hit rate 0.44% among 320,000; purified GLD-1 + fluorescein TGE RNA, fluorescence polarization; inhibition, % at 5.96 µM;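 active means percent inhibition above a per-plate cutoff, the plate mean of test compounds plus 3 SD, cut at about 30% in these data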;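 further: 0% = DMSO wells with GLD-1 and probe and 100% = wells lacking GLD-1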
MCL1-BIM inh: disrupts human MCL1 binding to BIM-BH3 peptide. GST-MCL1 / FITC-Bim-BH3 fluorescence polarization. hit rate 0.68% among 320,000. AID 2057. inhibition, % at 10.9 µM;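 active means inhibition above the mean inhibition of all tested compounds plus 3 SD, set per campaign, cut at about 40% in these data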;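 further: 0% = DMSO wells and 100% = unlabeled Bim-BH3 peptide control; higher means more loss of mP so more displacement of Bim peptide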
Target sequence (Q07820 whole entry, looked up): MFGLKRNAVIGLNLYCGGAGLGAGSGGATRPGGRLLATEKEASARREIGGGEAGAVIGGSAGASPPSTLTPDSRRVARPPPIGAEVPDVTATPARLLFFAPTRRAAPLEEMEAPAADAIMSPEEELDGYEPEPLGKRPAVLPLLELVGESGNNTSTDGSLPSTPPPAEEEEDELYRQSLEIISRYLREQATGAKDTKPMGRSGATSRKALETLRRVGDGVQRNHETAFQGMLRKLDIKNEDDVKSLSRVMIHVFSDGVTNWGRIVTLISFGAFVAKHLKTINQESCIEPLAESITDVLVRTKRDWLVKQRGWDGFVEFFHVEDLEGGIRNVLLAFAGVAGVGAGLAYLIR
MEX-5 binding: C. elegans MEX-5 TCR-2 RNA binding activity | Q9XUB2 | MEX-5/FITC-TCR2 RNA binding, fluorescence polarization; hits give low values | activity score (negative = inhibition of binding), % at 10 µM | hit rate 0.38% among 300,000 | AID 1832;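 active means inhibition past about -25% in most replicates, and total fluorescence under double the plate's negative control median, limit read from the data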;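 further: 0% = DMSO and -100% = 5 µM competing unlabeled TCR2 RNA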
Fam108B counter: blocks mouse Fam108B hydrolase in RBBP9 counter-screen; hit rate 0.33% among 300,000; inhibition, % at 9.51 µM; recombinant Fam108B, FP-Rh probe fluorescence polarization;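 active means inhibition above the screen mean inhibition plus 3 SD, computed separately per campaign, cut at about 18% in these data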;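 further: inhibitors lower polarization as less probe binds the enzyme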
CR mimetic SO: lowers age-related superoxide in aged yeast cells | superoxide response (% of plate mean), % at 10 µM | hit rate 0.18% among 330,000 | S. cerevisiae aged cells, superoxide DHE fluorescence; hits give low values | AID 2690;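 active means superoxide response under a set limit, about three screen SD below normal, cut at about 65% in these data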;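 further: yeast aged for seven days with compound at 30 °C before DHE staining; 100% = average MFI of all compound-treated wells on the plate with controls excluded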
BCLXL inh: inhibitors of human Bcl-xL; AID 2129; hit rate 0.7% among 320,000; inhibition, % at 10.9 µM; GST-Bcl-xL / FITC-Bim BH3 peptide fluorescence polarization; Q07817;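 active means inhibition above the mean of all tested compounds plus 3 SD, cutoff set per campaign, cut at about 30% in these data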;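 further: 0% = DMSO wells and 100% = unlabeled Bim-BH3 peptide competitor; inhibitors lower millipolarization by displacing the labeled peptide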
Target sequence (Q07817 whole entry, looked up): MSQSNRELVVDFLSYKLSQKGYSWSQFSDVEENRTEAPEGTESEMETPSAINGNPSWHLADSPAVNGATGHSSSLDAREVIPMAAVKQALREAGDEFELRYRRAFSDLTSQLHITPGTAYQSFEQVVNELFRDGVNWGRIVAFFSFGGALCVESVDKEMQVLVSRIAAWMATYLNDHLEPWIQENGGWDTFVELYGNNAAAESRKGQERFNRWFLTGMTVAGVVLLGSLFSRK
ZTA counter: ZTA (EBV) inhibition in EBNA-1 counter-screen; ZTA-DNA binding, fluorescence polarization; P03206; hit rate 0.15% among 320,000; inhibition, % at 11 µM; in the data active means inhibition above about 33%
Target sequence (P03206 whole entry, looked up): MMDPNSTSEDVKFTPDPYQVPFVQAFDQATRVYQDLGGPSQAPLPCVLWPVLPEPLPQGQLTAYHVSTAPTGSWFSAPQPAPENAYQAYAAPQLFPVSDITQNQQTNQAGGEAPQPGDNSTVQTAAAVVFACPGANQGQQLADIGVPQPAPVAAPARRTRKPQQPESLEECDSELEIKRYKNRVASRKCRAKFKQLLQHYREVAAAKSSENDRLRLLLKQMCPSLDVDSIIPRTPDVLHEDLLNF
EBNA-1 inhibitor: blocks EBNA-1 binding to DNA. EBNA-1 DNA binding, fluorescence polarization. AID 1950. inhibition, % at 14.8 µM. hit rate 0.34% among 300,000; in the data active means inhibition above about 28%
The depositor's hits bear a star; . = not tested or not shown; & = joins results of further samples.

SMILES	Efflux pump inh	GLD-1 TGE inh	MCL1-BIM inh	MEX-5 binding	Fam108B counter	CR mimetic SO	BCLXL inh	ZTA counter	EBNA-1 inhibitor
C=CCN1CC[C@]23c4c5ccc(O)c4O[C@H]2C(=O)CC[C@@]3(O)[C@H]1C5	0.0&-0.1	3&2	5&5	-2.5	4&1	97&95	5&7	-7&10	5&10
CCC(=Nc1ccc2c(c1)CCC2)c1c(O)n(C)c(=O)n(C)c1=O	0.0	4	3	-0.3	-4	103	6	-10	-14
CC1CCC(C(C)C)C(OC(=O)COC(=O)c2ccccc2N)C1 (configuration not stated)	0.1	2	-6	-2.2	-1	98	0	4	-11
O=C(c1ccc(CS(=O)(=O)c2ccc(Br)cc2)o1)N1CCC2(CC1)OCCO2	0.1	4	4	2.4	4	99	6	-13	6
Cc1ccc(S(=O)(=O)N2CCCC2c2cccnc2)cc1 (configuration not stated)	0.3	-4	5	2.1	-5	109	1	4	6
COc1ccc(N2C(=O)NC(=O)/C(=C\c3cn(CC(=O)N4CCOCC4)c4ccccc34)C2=O)c(OC)c1	0.2	-6	-16	-22	0	115	-14	-2	-6
CN1C(=O)C(c2ccccc2)C(=O)N(C)C1=O	0.0	1	-2	-1.2	1	93	3	-9	-2
CCc1nn(CC(=O)N2CCC3(CC2)OCCO3)c(=O)c2cccn12	0.0	4	7	0.0	-5	101	7	-4	1
Cc1ccc(CN2CCN(Cc3ccccc3)CC2)cc1	-0.2	4	3	-2.5	1	96	-1	1	-4
C=CCOC(=O)c1ccccc1N	-0.1	0	1	.	.	108	0	-5	.
COc1ccc(OCC#CCN2CCC(C)CC2)cc1	-0.1	2	15	-2.5	-2	90	6	10	6
O=C(Cc1ccccc1)OCC(=O)N1CCN(S(=O)(=O)c2ccc(Cl)cc2)CC1	0.2	0	7	-1.2	-2	100	4	5	3
CCCCn1c(=O)c(C=Nc2ccc(Cl)cc2)c(O)n(Cc2ccco2)c1=O	0.0	-9	-23	5.3	-8	103	-8	-3	12
COC(=O)C1=C(c2cc3ccccc3o2)C[C@@H]2CC[C@H]1N2C(=O)NCc1ccco1	0.0	8	0	-1.6	2	108	2	-8	7
O=C(C(=O)N1CCOCC1)c1cn(CCCOc2ccccc2)c2ccccc12	0.0	3	2	-6.8	2	82	6	-3	-11
CC(=O)O[C@@H]1/C=C/[C@](C)(O)C[C@@H](C)C/C=C/[C@H]2[C@H](O)[C@@](C)(O)[C@@H](C)[C@H]3[C@H](Cc4ccccc4)NC(=O)[C@@]312	-0.2	7	6	-1.7	-4	93	4	7	-2
c1ccc2nc(OCCN3CC3)ccc2c1	0.3	-1	-6	-0.1	-4	111	-2	-1	-6
CCOC(=O)CC(NC(=O)C(Cc1ccc(N(CCCl)CCCl)cc1)NC(C)=O)C(=O)OCC (configuration not stated)	0.1	-5	8	3.6	-8	111	9	-21	-8
CCCOP(=O)(OCCC)C(NC(=O)c1ccccc1)=C(Cl)Cl	0.2	-1	4	-3.4	0	108	5	-11	-2
O=c1[nH]c(=S)n(Cc2ccc(F)cc2)c(O)c1C=NCC1CCCO1 (configuration not stated)	-0.2	10	8	2.5	-2	93	5	-4	-1
COc1ccc(/C=C2\C(=O)NC(=S)N(C)C2=O)cc1C	0.0	-2	5	-0.7	-2	99	8	-2	2
COc1ccc2c(CCN)c[nH]c2c1	0.1	13	14	1.1	-4	113	11	7	-6
Cc1cccn2c(NCC3CCCO3)c(C(C)C)nc12 (configuration not stated)	0.1	5	8	-4.6	6	97	6	-12	7
C=CC1CN2CCC1CC2C(OC(C)=O)c1ccnc2ccc(OC)cc12 (configuration not stated)	0.0	-4	-5	-1.4	0	112	2	17	9
CCC/C(=N\O)c1c[nH]c2ccccc12	-0.1	0	-2	-0.2	5	76	2	-7	3
CN1CCN(c2ncnc3c2cnn3C)CC1	0.1	11	30	.	1	107	39*	4	-3
Clc1ccc(C(OCCN2CCCCC2)c2ccccc2)cc1 (configuration not stated)	-0.3	3	8	.	0	86	8	2	5
Cc1nc2ccccc2c(=O)n1-c1cccnc1	-0.2	-1	2	-1.1	3	94	2	-13	6
CCCCOc1ccc(C(C)=O)cc1Cc1c(O)[nH]c(=S)[nH]c1=O	-0.1	5	-14	-2.3	2	104	-10	-5	3
COc1ccc2[nH]c3c(c2c1)CCN=C3C	-0.1	-28	-6	.	2	83	-3	11	3
Nc1ccccc1C(=O)OCCc1ccccc1	0.4	-2	-1	.	.	124	3	-10	.
CCOc1cc2c(cc1OCC)-n1cccc1C(c1cccc([N+](=O)[O-])c1)NC2 (configuration not stated)	0.0	-12	5	1.0	-2	84	5	-12	-8
CCN1CCN(c2nc3c(c(=O)[nH]2)CCCC3)CC1	-0.1	-1	4	-0.9	0	111	6	2	-11
COC(=O)CCCNC(=O)CN1CC(c2ccccc2)CC1=O (configuration not stated)	-0.1	4	5	-1.4	1	101	5	-8	-3
Cn1c(O)c(C=NC2CCN(Cc3ccccc3)CC2)c(=O)[nH]c1=O	0.1	0	-6	-0.1	2	107	-3	10	5
COc1cc(CN=C(C)c2c(O)n(C)c(=O)n(C)c2=O)cc(OC)c1	0.0	4	-1	.	0	99	0	-8	3
CCOC(=O)c1c(C)n(C(C)C)c2ccc(OC(=O)c3ccc(N4C(=O)CCC4=O)cc3)cc12	0.1	-2	0	1.5	-5	99	7	-1	5
O=C1NC(=O)N(Cc2ccc(F)cc2)C(=O)/C1=C/c1cccs1	0.0	-12	6	9.5	-14	89	-1	8	7
O=C(c1ccccc1F)N1CCC2(CC1)OCCO2	-0.5	9	-1	-3.3	-1	104	0	-6	-14
O=C(NC1CN2CCC1CC2)c1cc(Cl)c([N+](=O)[O-])c2nc[nH]c12 (configuration not stated)	-0.1	4	1	-2.8	-2	114	2	3	-1
O=C1C(c2ccccc2)=C(N2CC2)c2ccccc21	-0.3	3	-6	-0.8	-2	75	0	-4	-6
C1CCC(NC2CCCCC2)CC1	-0.2	-2	-3	.	.	87	0	11	.
CCC1=Nc2cc(C(=O)N3CCC4(CC3)OCCO4)ccc2Sc2ccc(Br)cc21	0.4	1	-1	2.7	2	107	5	16	-4
CC(=NCC1CCCO1)c1c(O)n(Cc2ccccc2)c(=O)[nH]c1=O (configuration not stated)	0.0	7	-16	0.1	2	104	-5	-4	10
C[n+]1c(-c2ccccc2)cc(-c2ccc(O)cc2)cc1-c1ccccc1	-0.1	-3	-2	3.9	-5	84	1	-20	-9
Cc1ccccc1NC(=O)CCl	-0.1	1	-2	-3.6	2	97	0	-3	7
CC12CN3CCN(CC(C3)C1O)C2 (configuration not stated)	0.0	-10	-5	-5.8	-4	103	1	3	3
C[N+](C)(N)CCOC(=O)C(O)(c1ccccc1)C1CCCCC1 (configuration not stated)	0.0	14	7	3.9	3	93	5	6	12
C=C1C[C@@H]2[C@H](CC[C@]3(C)C(=O)CC[C@@H]23)[C@@]2(C)C=CC(=O)C=C12	0.0	4	1	0.2	0	84	3	21	3
COCCCNC(=O)c1c(NC(=O)c2ccco2)n(Cc2ccccc2)c2nc3ccccc3nc12	0.0	0	-11	-10	1	117	3	6	2
CCOP(=O)(OCC)OCC	0.2	2	3	.	.	89	6	-8	.
CCCCCn1c(=O)c(C(=O)Nc2ccccc2C)c(O)c2ccccc21	0.0	-8	-3	0.6	-1	102	-2	-10	-28
CCn1c(O)c(C=NCc2ccccc2)c(=O)[nH]c1=S	0.3	-14	-1	-1.2	-2	91	-2	-1	-3
CN1CCC(O)(c2ccccc2)C2CCCC21 (configuration not stated)	0.1	-4	0	-0.9	0	87	-5	-9	-12
COc1ccc(CNC(=O)/C=C/c2ccc3[nH]cc(CCN(C)C)c3c2)cc1	-0.1	5	4	-0.4	1	106	9	1	7
Cc1ccc(OCC(=O)Nc2ccc(Cl)cc2C(=O)c2ccccc2)cc1	0.0	1	13	2.6	0	99	4	-12	6
CCCCCn1c(=O)c(C(=O)Nc2cccc(C)c2)c(O)c2ccccc21	0.2	-8	1	-0.5	-5	105	-7	-2	-8
O=C1NC(=O)C(CCc2ccncc2)(Cc2cccc(Cl)c2Cl)C(=O)N1c1ccc(Br)cc1 (configuration not stated)	0.0	-1	-6	.	4	110	0	3	7
Cc1c(C(=O)C(=O)N2CCOCC2)c2ccccc2n1Cc1ccccc1	-0.1	0	2	0.1	2	101	-3	-7	-5
CC1OC(NCCc2ccccc2)C(O)C(O)C1O (configuration not stated)	0.0	1	-1	1.3	-2	104	6	-2	-7
(further entries)
SMILES	Efflux pump inh	GLD-1 TGE inh	MCL1-BIM inh	MEX-5 binding	Fam108B counter	CR mimetic SO	BCLXL inh	ZTA counter	EBNA-1 inhibitor
O=C(Cc1ccccc1)N1CCN(CC2CC=CCC2)CC1 (configuration not stated)	0.0	8	1	-0.8	-1	107	5	-18	6
O=C(OC1CCN(CCCl)CC1)C(c1ccccc1)c1ccccc1	0.2	-1	-6	.	-3	106	2	8	14
Cn1cc(C(=O)OCC(=O)N2CCCCC2)c2ccccc21	-0.2	1	0	.	.	109	1	-10	.
O=C(c1cccc(C(F)(F)F)c1)C1CCCN(Cc2ccccc2O)C1 (configuration not stated)	-0.1	-2	10	2.4	0	68	9	-6	-4
CCNCC1(c2ccc(OC)c(OC)c2)CCCC1	-0.2	7	7	-0.3	2	89	0	-4	1
O=C1C2CCCN2C(c2cccnc2)N1c1ccc(Cl)c(Cl)c1 (configuration not stated)	-0.1	3	-1	1.2	-1	90	3	5	15
COc1cccc(-n2c(CN3CCN(C)CC3)nc3ccc([N+](=O)[O-])cc3c2=O)c1	-0.4	2	8	-1.4	0	97	5	10	3
CCC(=NCc1cccnc1)c1c(O)n(Cc2ccccc2)c(=O)[nH]c1=O	-0.1	2	1	-0.8	1	109	2	11	-12
O=C(c1c[nH]cc1-c1ccccc1)c1cccc2ccccc12	0.0	6	6	0.3	-1	88	1	-1	-4

Bioassay records deposited in PubChem by several laboratories.

Not all compounds are listed; count on the stated rates, not on these rows.
